CCHFV vOTU inh – blocks the CCHF virus ovarian tumor domain protease; CCHFV vOTU protease, Pep-AMC fluorescence; inhibition, % at 11.5 µM; 370,000 compounds, 0.55% hits; AID 651958; in the data active means inhibition above about 30%; further: 0% = vehicle wells with enzyme and 100% = no enzyme wells
BoNT-A LC inh2 – inhibitors of Botulinum neurotoxin A light chain protease | inhibition, % at 10 µM | 360,000 compounds, 0.17% hits | multiplex microsphere protease substrate cleavage, flow cytometry; further: plate controls were buffer without enzyme for full effect and enzyme alone for no effect
Rv3671c protease – inhibitors of M. tuberculosis serine protease Rv3671c | P9WHR9 | inhibition, % at 5.96 µM | 320,000 compounds, 0.048% hits | AID 2606; in the data active means inhibition above about 38%;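 further: extracellular domain of Rv3671c used as enzyme; 0% = enzyme with DMSO and 100% = no enzyme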
VHR inh abs – DUSP3 (human) phosphatase inhibition. recombinant VHR phosphatase, pNPP absorbance. P51452. inhibition, % at 13.3 µM. 290,000 compounds, 0.52% hits; in the data active means inhibition above about 50%; further: some compounds called inactive have numbers as strong as hits
Target sequence (P51452 whole entry, looked up): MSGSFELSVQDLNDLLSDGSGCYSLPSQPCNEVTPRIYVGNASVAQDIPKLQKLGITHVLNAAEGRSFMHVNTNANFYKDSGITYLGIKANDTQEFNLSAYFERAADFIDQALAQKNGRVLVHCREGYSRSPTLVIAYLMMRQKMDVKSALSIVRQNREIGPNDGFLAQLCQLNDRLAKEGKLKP
MazEF act – activators of E. coli MazEF toxin-antitoxin RNase; FAM/BHQ RNA-DNA oligo cleavage fluorescence, 5 h; activation, % at 20 µM; 350,000 compounds, 0.32% hits; AID 504720; in the data active means activation above about 50%
BoNT F protease – blocks Botulinum neurotoxin F light chain protease | AID 588497 | Multiplex microsphere protease cleavage assay, flow cytometry | inhibition, % at 10 µM | 360,000 compounds, 0.22% hits; in the data active means inhibition above about 35%, passing the limit was not always enough; inconclusive means no clear call, values can overlap the other calls; further: plate controls were buffer without enzyme for full effect and enzyme alone for no effect
PriA SSB inh – K. pneumoniae PriA-SSBct interaction inhibition; inhibition, % at 33 µM; 430,000 compounds, 0.6% hits; AlphaScreen SSBct-PriA binding, biotinylated peptide; in the data active means inhibition mostly above about 37%, no sharp cut-off; inactive means mostly below about 20%;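 further: plate controls were negative control peptide for no effect and reference peptide for full effect; strong numbers were not always called active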
3CLpro inhibitor – SARS-CoV 3CLpro protease inhibition. P0C6X7. recombinant SARS-CoV 3CLpro, quenched FRET peptide cleavage. inhibition, % at 6 µM. 290,000 compounds, 0.14% hits; in the data active means inhibition above about 12%
Anthrax LF inh2 – anthrax lethal factor protease inhibition. multiplex microsphere protease cleavage assay, LF. inhibition, % at 10 µM. 360,000 compounds, 0.12% hits; further: plate controls were buffer without enzyme for full effect and enzyme alone for no effect
Target sequence (P15917 whole entry, looked up): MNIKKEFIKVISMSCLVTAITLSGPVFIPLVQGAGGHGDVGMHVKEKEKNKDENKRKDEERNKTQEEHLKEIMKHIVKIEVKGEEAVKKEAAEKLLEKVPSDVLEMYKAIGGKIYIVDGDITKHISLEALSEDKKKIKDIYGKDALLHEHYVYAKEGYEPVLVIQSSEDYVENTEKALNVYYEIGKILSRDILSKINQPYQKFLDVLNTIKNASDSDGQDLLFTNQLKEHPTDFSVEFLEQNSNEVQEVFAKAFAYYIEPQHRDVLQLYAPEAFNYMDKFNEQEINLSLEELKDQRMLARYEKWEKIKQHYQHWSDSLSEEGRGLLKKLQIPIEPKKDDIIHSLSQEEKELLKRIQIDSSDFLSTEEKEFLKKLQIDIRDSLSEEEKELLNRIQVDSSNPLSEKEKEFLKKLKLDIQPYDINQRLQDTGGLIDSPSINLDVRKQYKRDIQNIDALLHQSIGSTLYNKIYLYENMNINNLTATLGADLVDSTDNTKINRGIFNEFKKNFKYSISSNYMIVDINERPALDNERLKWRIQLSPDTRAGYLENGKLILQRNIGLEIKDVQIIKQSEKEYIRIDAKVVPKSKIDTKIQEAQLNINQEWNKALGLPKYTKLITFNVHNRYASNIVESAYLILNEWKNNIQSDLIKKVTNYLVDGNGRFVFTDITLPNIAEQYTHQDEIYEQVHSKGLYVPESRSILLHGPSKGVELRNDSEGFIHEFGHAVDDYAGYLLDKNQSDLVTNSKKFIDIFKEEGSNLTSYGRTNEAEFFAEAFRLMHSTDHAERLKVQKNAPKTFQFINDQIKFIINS
PrPC surface inh – cell surface PrPC inhibition, primary TR-FRET screen; TR-FRET read-out; inhibition, % at 13.8 µM; 370,000 compounds, 0.43% hits; AID 720596; in the data active means inhibition above about 24%; further: 0% = median of the test wells and 100% = reference compound wells
An asterisk follows results filed as active; ? = inconclusive; nt = no result given. Unless noted, no stated cut-off is given here; in the data, active means inhibition above about 30%; inconclusive means no clear call, values can overlap the other calls; inactive means below that. A portion of the library; count on the stated rates, not on these rows.

SMILES | CCHFV vOTU inh | BoNT-A LC inh2 | Rv3671c protease | VHR inh abs | MazEF act | BoNT F protease | PriA SSB inh | 3CLpro inhibitor | Anthrax LF inh2 | PrPC surface inh
O=C(Nc1ccc(Nc2ccccc2)cc1)c1ccc(Cl)cc1[N+](=O)[O-] | -4 | -2.4 | 18 | nt | -20 | ? | -4 | nt | 1 | -16
CCOC(=O)c1cc2occc2n1CC(=O)N1CCCc2ccccc21 | 10 | -0.5 | -15 | -18 | 5 | -4 | -13 | 3 | -1 | 8
CCN(CC)CCNC(=O)c1sc2nc(-c3ccccc3)cn2c1C | 3 | -0.2 | -5 | 49 | -3 | -7 | 0 | -5 | 0 | 2
CCCC(=O)N1CCC1(C)C(=O)NCc1ccc(SC)cc1 (centres undefined) | -11 | -0.2 | nt | nt | nt | 0 | nt | nt | -2 | 4
Cc1cn([C@H]2C[C@H](O)[C@@H](/C=C/C(=O)NCCc3ccc4c(c3)OCO4)O2)c(=O)[nH]c1=O | 10 | 0.0 | nt | nt | nt | -5 | nt | nt | 2 | 2
O=C(O)CCC(=O)c1c[nH]c2ccccc12 | -3 | 0.4 | -4 | 16 | 1 | -2 | -6 | -9 | 5 | -2
CS(=O)(=O)N1CCN(c2ccc([N+](=O)[O-])c(NCc3ccc(Cl)cc3)c2)CC1 | -7 | 0.0 | 7 | 90* | 4 | -2 | -11 | 1 | 0 | -2
CCCc1cc(C(=O)N2CCCC(N3CCN(c4ccccc4C)CC3)C2)n(C)n1 (centres undefined) | 2 | 1.1 | 0 | -20 | 2 | -1 | -5 | 0 | -2 | -1
CC(=O)Nc1ccc(CNC(=O)C[N+]2(C)CCOCC2)cc1 | -9 | 0.2 | 3 | 1 | 11 | 2 | 3 | 0 | -3 | 1
COc1ccccc1NC(=O)C1=C(C)NC2=C(C(=O)CCC2)C1c1ccc2c(c1)OCO2 (centres undefined) | -9 | -1.9 | 6 | 22 | 11 | -13 | -14 | -1 | -2 | 0
O=c1ccc(-c2ccc(S(=O)(=O)NCC3CCN(Cc4ccccc4F)CC3)s2)n[nH]1 | -9 | ? | -8 | 6 | 12 | ? | 1 | 1 | ? | -13
COC(=O)c1c(/N=C/NOCc2ccc(Cl)cc2)sc2c1CCN(c1ncc(C(F)(F)F)cc1Cl)C2 | -2 | nt | -1 | -31 | -1 | nt | nt | 4 | nt | 1
CCC(C)Sc1nc2c(c(=O)[nH]c(=O)n2C)n1C (centres undefined) | -3 | 0.7 | 1 | 21 | -2 | 7 | -4 | 6 | -1 | -2
COc1ccc(OC)c(/C=C/C(=O)N(C)CC(=O)Nc2cc(C)ccc2C)c1 | -62 | -0.8 | -6 | 3 | 2 | -11 | -1 | 2 | -4 | 2
COc1ccc(OC)c(S(=O)(=O)NCc2nc3nc(C)cc(C)n3n2)c1 | 12 | 1.9 | -1 | -4 | 11 | -1 | 8 | 0 | 4 | 3
Cc1ccc(Cl)cc1NS(=O)(=O)c1ccc(-n2cccn2)cc1 | 8 | 0.6 | -24 | 34 | 2 | -1 | -9 | 1 | -2 | -2
Cc1ccc(NS(=O)(=O)c2cc(Br)cnc2N)cc1C | 5 | 0.0 | -13 | 20 | 11 | -3 | 10 | 3 | -2 | 7
Cc1ccc(C)c(Cn2c(=O)n(CCCC(=O)NCc3ccco3)c(=O)c3sccc32)c1 | 7 | -1.1 | 2 | 8 | -4 | -28 | -12 | 5 | -4 | -2
O=C1CCCc2ccc3ccccc3c21 | -4 | 0.2 | nt | nt | 2 | -4 | -5 | nt | 1 | 5
O=C(O)c1cccc(-n2cccc2C=C2C(=O)c3ccccc3C2=O)c1 | 6 | 1.0 | -7 | 7 | -28 | 1 | -8 | 5 | 2 | -14
O=C(NCc1ccc2c(c1)OCO2)c1ccc(-n2cnnn2)cc1 | -8 | ? | 6 | 7 | -1 | 0 | -12 | -4 | 1 | 3
c1ccc([C@H]2CN3CCSC3=N2)cc1 | 4 | -0.2 | 3 | nt | 6 | -9 | -5 | nt | -4 | 4
Cc1ccc(-n2c(C)cc(C(=O)CN3C(=O)C(=O)N(C4CCCC4)C3=O)c2C)cc1 | -8 | -1.7 | 0 | 26 | -13 | -8 | -5 | -3 | -9 | -4
CC1(C)CC(=O)C=C(c2cccc3c2sc2ccccc23)C1 | 1 | -0.9 | -15 | nt | 0 | -8 | -11 | nt | -8 | -4
O=C(Nc1cccc2cccnc12)c1ccc(Cl)cc1Cl | 6 | 1.2 | -11 | 6 | 5 | -26 | -5 | 4 | 1 | -1
COc1ccc(C(CNC(=O)c2ccc(OCC3CCCO3)cc2)N2CCOCC2)cc1 (centres undefined) | 1 | nt | 7 | -12 | -4 | nt | 0 | -2 | nt | -3
CCOc1ccccc1NC(=O)N1CCC(C(=O)c2ccc(F)cc2)CC1 | -5 | 2.1 | 3 | 5 | -6 | 26 | -6 | 0 | 4 | 5
O=C(/C=C/c1ccccc1)Nc1cccnc1Cl | -2 | -4.9 | 2 | 13 | 3 | ? | -8 | 1 | -30 | 0
c1ccc(Cn2cc(-c3ccccc3)cn2)cc1 | 11 | 0.3 | 9 | nt | -4 | 0 | -4 | nt | -4 | 3
CN(CCc1ccccn1)C(=O)CCC1CCCN(C(=O)c2cscn2)C1 (centres undefined) | -11 | -0.1 | 2 | 4 | -5 | -3 | -8 | -1 | 2 | -7
Cc1nc2ccccc2c(=O)n1NC(=O)c1cc(Br)ccc1Cl | -6 | -0.7 | -10 | 5 | 9 | -3 | -5 | 3 | 3 | -3
COCCNC(=O)CC(=O)N/N=C/c1cccc(C(=O)OC)c1 | -5 | 0.1 | 1 | -4 | 0 | -3 | nt | -1 | -4 | 1
CCc1ccccc1NC(=O)CCc1c(C)nc(SC)nc1C | 8 | -0.1 | -6 | 16 | -29 | -30 | -2 | -8 | -4 | -8
COc1cccc(C(C)(O)c2nc(/C=C/c3ccccc3)cs2)c1 (centres undefined) | 4 | 0.0 | nt | nt | nt | -3 | nt | nt | -3 | -1
CC(=O)c1ccc(NC(=O)Oc2ccccc2)cc1 | nt | -0.3 | 2 | 24 | 4 | -3 | -17 | 1 | -2 | nt
COc1cc(OC)c(OC)cc1CN1CCN(S(=O)(=O)c2ccc(NC(C)=O)cc2)CC1 | 2 | -0.5 | -9 | 30 | 6 | -3 | 11 | 2 | 0 | 4
CCOC(=O)C1CCN(C(=O)CN(c2ccc3c(c2)OCO3)S(C)(=O)=O)CC1 | 7 | -0.9 | 0 | 25 | 2 | -3 | 9 | -7 | 2 | -4
COc1ccc(C(=O)NNC(=O)c2ccc(C(C)(C)C)cc2)cc1 | -11 | 0.0 | -8 | 4 | 20 | -2 | -8 | -3 | -1 | -4
O=C(CNC(=O)C1CCCCC1)OCC(=O)c1cccc(Cl)c1 | 3 | 2.0 | 4 | nt | 11 | -4 | -5 | nt | -7 | 6
N=c1c(C(=O)NCC2CCCO2)cc2c(=O)n3ccccc3nc2n1C1CCCC1 (centres undefined) | -234 | 1.3 | 5 | 2 | 13 | 3 | -2 | 6 | 2 | -42
CCC1CCCCN1Cc1nc2c(c(=O)n(C)c(=O)n2C)n1CC(C)C (centres undefined) | 1 | -0.3 | 2 | -2 | -16 | -7 | -6 | nt | 0 | 8
CCOc1ccc(C(=O)OCC(=O)Nc2nc(OC)cc(OC)n2)cc1OCC | 2 | ? | 13 | 20 | 5 | -2 | -7 | 3 | -2 | 1
O=C(Nc1ccc2[nH]c(=O)[nH]c2c1)Nc1ccc(F)cc1F | -17 | -0.9 | -8 | 22 | -1 | -1 | 2 | -3 | -3 | 8
Cc1ccc(NC(=O)c2ccc(=O)[nH]c2)cc1S(=O)(=O)N1CCCCCC1 | -11 | 0.1 | -9 | nt | -2 | 2 | -9 | nt | 2 | 7
CCCCn1c(Cc2ccccc2)n[nH]c1=S | -7 | 1.9 | -6 | -12 | 2 | 8 | -5 | 1 | -7 | 0
COc1ccccc1NC(=O)COc1ccc(C(F)(F)F)cc1[N+](=O)[O-] | 1 | -0.7 | 5 | nt | -5 | 1 | -12 | 0 | -1 | -5
c1ccc(COc2ncnc3c2ncn3CCCNCCN2CCOCC2)cc1 | -7 | -0.3 | nt | nt | 8 | 2 | -1 | nt | -1 | 2
O=C(CCS(=O)(=O)Cc1ccccc1)Nc1ncc([N+](=O)[O-])s1 | 8 | 0.2 | -5 | 14 | 1 | -2 | -15 | -7 | -5 | -9
Cc1cc(C)cc(CC2CC(=O)N(c3cc(C)on3)C2=O)c1 (centres undefined) | -6 | -0.4 | 1 | 4 | -4 | 0 | -16 | -3 | 1 | -5
CC(C)Oc1ccc(C(=O)OCC(=O)NC(=O)NC2CCCC2)cc1 | 18 | 0.3 | 0 | nt | -5 | 1 | -5 | nt | -5 | -4

Sorted by count of non-hydrogen atoms (high to low): 4 of the compounds above.
SMILES | CCHFV vOTU inh | BoNT-A LC inh2 | Rv3671c protease | VHR inh abs | MazEF act | BoNT F protease | PriA SSB inh | 3CLpro inhibitor | Anthrax LF inh2 | PrPC surface inh
c1ccc(COc2ncnc3c2ncn3CCCNCCN2CCOCC2)cc1 | -7 | -0.3 | nt | nt | 8 | 2 | -1 | nt | -1 | 2
CCC1CCCCN1Cc1nc2c(c(=O)n(C)c(=O)n2C)n1CC(C)C (centres undefined) | 1 | -0.3 | 2 | -2 | -16 | -7 | -6 | nt | 0 | 8
CC(C)Oc1ccc(C(=O)OCC(=O)NC(=O)NC2CCCC2)cc1 | 18 | 0.3 | 0 | nt | -5 | 1 | -5 | nt | -5 | -4
CCCCn1c(Cc2ccccc2)n[nH]c1=S | -7 | 1.9 | -6 | -12 | 2 | 8 | -5 | 1 | -7 | 0

The listing continues.
SMILES | CCHFV vOTU inh | BoNT-A LC inh2 | Rv3671c protease | VHR inh abs | MazEF act | BoNT F protease | PriA SSB inh | 3CLpro inhibitor | Anthrax LF inh2 | PrPC surface inh
CC1(C)Cc2ccccc2-c2nc(NCCO)n(-c3ccccc3)c(=O)c21 | -126 | 0.4 | -2 | 12 | -1 | -3 | -9 | -2 | -2 | 4
CCC(C)n1c(SCc2ccccc2)nc2ccsc2c1=O (centres undefined) | 14 | 0.9 | 7 | -5 | -1 | 0 | -14 | -3 | -5 | 5
COC(=O)[C@@H](NC(=O)NC1CCCCC1C)C(C)C (some centres undefined) | -3 | ? | 9 | 5 | -2 | ? | -4 | 2 | -25 | -1
Nc1nnc(SCC(=O)c2ccco2)s1 | 1 | 0.2 | -1 | 8 | 8 | 3 | -3 | 1 | -3 | 4
COc1ccc(-c2[nH]c(-c3ccc(SC)cc3)nc2SCC(=O)Nc2nccs2)cc1 | 1 | -0.3 | 12 | 5 | 10 | -5 | -1 | 0 | 0 | 7
Cc1cc(NC(=O)C(C)SCC(=O)Nc2nnc(CC(C)C)s2)no1 (centres undefined) | 20 | 0.6 | -5 | nt | 2 | 5 | -1 | nt | -2 | 4
O=C(/C=C/c1ccccc1)Nc1cccnc1Oc1ccccc1F | -4 | -0.5 | 5 | 9 | 2 | -7 | -12 | 1 | 0 | -8
O=[N+]([O-])c1ccc(S(=O)(=O)CC(CN2CCOCC2)N2CCOCC2)cc1 (centres undefined) | -2 | 0.4 | 3 | 2 | 4 | -4 | -9 | 4 | -1 | -39
C/C(=C/C(=O)Nc1cccc(F)c1)N1CCCC1 | 21 | 0.1 | -1 | 12 | -9 | 1 | 2 | 2 | 0 | -2
COc1ccccc1N1CCN(S(=O)(=O)c2cnc[nH]2)CC1 | 1 | 0.3 | -1 | 5 | 15 | 4 | -16 | -4 | -2 | 5
C[C@H](CO)N1C[C@H](C)[C@@H](CN(C)S(=O)(=O)c2cccs2)Oc2ccc(NC(=O)Nc3ccc4c(c3)OCO4)cc2C1=O | 10 | -0.3 | -1 | nt | -1 | 5 | 20 | nt | 1 | 1
COc1ccc(CNC(=O)CCc2c(C)nc3ncnn3c2C)cc1 | 1 | nt | 2 | 4 | 1 | nt | -1 | 2 | nt | 0
CN1CCN(C(=O)c2cnn(-c3ccccc3)c2NC(=O)c2ccccc2F)CC1 | 15 | -0.1 | 6 | -3 | 3 | -2 | 8 | -7 | -1 | -11
